Kir21 inh – inhibitors of mouse Kir2.1 inward-rectifier potassium channel. HEK293-Kir2.1, FluxOR thallium flux fluorescence; stronger effect = lower value. actives 0.85% (n = 310,000). AID 1672, 2009. Inward rectifier potassium channel 2 (Mus musculus), P35561. B-score at 10 µM;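 active = fluorescence ratio B-score at or below minus 3 SD of library scores, with starting-brightness B-score within 2 SD, cut at about -4.2 in these data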;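 note: channel flux triggered by added potassium and thallium sulfate stimulus; B-score of peak minus minimum fluorescence over baseline after thallium stimulus; more negative B-score means stronger Kir2.1 block with less thallium influx; some compounds called inactive have numbers as strong as hits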
Target sequence (P35561 whole entry, looked up): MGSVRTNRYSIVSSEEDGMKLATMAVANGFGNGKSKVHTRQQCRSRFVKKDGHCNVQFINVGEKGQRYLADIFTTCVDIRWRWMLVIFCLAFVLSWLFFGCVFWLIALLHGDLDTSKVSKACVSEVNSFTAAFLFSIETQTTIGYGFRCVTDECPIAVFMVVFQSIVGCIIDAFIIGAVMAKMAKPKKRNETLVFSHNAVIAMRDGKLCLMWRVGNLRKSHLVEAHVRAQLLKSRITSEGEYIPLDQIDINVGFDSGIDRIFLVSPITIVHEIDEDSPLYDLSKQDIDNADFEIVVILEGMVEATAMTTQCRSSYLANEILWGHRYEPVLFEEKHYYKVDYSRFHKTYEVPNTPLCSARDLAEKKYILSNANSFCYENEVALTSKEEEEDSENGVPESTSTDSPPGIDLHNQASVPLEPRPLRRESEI
STK33 kinase inh – inhibitors of purified STK33 kinase, primary screen, biochemical, ADP-Glo luminescence, homogeneous, cell-free. inhibition, % at 10 µM. MBP phosphorylation. Serine/threonine-protein kinase 33 (Homo sapiens), Q9BYT3. actives 0.073% (n = 320,000);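 active = inhibition at or above 25%, using the most active replicate where run in duplicate; inactive = inhibition below 25%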
Target sequence (Q9BYT3 whole entry, looked up): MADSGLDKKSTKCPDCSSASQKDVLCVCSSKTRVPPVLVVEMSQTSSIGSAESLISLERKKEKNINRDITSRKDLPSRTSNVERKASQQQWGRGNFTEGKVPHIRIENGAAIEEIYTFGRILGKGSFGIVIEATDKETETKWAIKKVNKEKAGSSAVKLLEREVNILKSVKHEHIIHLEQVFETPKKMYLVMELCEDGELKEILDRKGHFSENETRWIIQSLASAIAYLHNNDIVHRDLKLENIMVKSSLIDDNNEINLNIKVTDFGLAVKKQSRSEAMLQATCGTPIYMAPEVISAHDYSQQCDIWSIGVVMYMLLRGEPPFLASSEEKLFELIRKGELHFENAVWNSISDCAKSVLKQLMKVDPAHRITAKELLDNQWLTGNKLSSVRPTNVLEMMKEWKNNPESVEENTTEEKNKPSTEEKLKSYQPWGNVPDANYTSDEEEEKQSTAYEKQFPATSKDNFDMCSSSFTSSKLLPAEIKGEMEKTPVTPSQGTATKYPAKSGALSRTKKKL
Numbers without * were called inactive; . = no result given.

Kir21 inh,STK33 kinase inh,Structure
-1.26,-0.9,CCC(O)CNC(=O)NC(=C(Cl)Cl)c1ccc(C)c(F)c1 (stereo not given)
-0.2,-1.6,CC(C)NC(=O)C(=O)NNC(=O)CCc1ccccc1
.,0.0,C[C@H]1CN([C@@H](C)CO)C(=O)c2cccc(NS(=O)(=O)c3cn(C)cn3)c2O[C@H]1CN(C)S(C)(=O)=O
-0.28,2.9,NC(=O)c1ccccc1NS(=O)(=O)c1ccccc1
0.4,0.3,Cc1ccc(S(=O)(=O)NCC2CCC(C(=O)NCCCN3CCOCC3)CC2)cc1 (stereo not given)
0.36,.,O=C1CC(C(=O)Nc2cc(Cl)ccc2Cl)n2ncnc2N1 (stereo not given)
0.18,1.4,CC1(c2ccc3c(c2)OCO3)NC(=O)N(CC(=O)Nc2ccc(N3CCOCC3)cc2)C1=O (stereo not given)
0.22,-17.5,Cc1cc(C)c(C)c(OCCN2CC(C)OC(C)C2)c1 (stereo not given)
-0.26,-0.1,CC(=O)NNC(=O)CCn1nnc(-c2ccc(Cl)cc2)n1
0.25,1.2,O=C(N/N=C/c1cccc(O)c1)c1cc(-c2ccccc2)nc2ccccc12
0.06,-0.3,Cc1cnc(NC(=O)C2CCCC2)s1
0.3,-1.7,COc1ccc([C@@H]2OC2(C(N)=O)C(N)=O)cc1
-1.21,-2.1,CC(C)Oc1ccc(C(=O)Nc2cccc3cccnc23)cc1
-0.07,-1.4,CCCC(=O)N/C(N)=N/c1nc(C)c2ccccc2n1
0.65,-0.7,N#C/C=C(/N)c1ccc(Br)cc1
0.89,-0.6,COCc1cc(C)nc2sc(C(=O)NN)c(-n3cccc3)c12
-2.67,-1.2,NC(=S)NNc1c(F)c(F)c(F)c(F)c1F
-1.79,3.8,CCOc1ccc(CC(=O)N2N=C(C)CC2(O)C(F)(F)F)cc1 (stereo not given)
-0.75,-1.1,Cc1ccccc1NC(c1cccc(Cl)c1)c1nnnn1C1CCCCC1 (stereo not given)
1.29,-0.2,COc1ccc(-c2[nH]c(-c3ccc(C)cc3)nc2SCC(=O)NC2CCCC2)cc1
-0.78,-1.2,CS(=O)(=O)N1CCC(C(=O)Nc2cccc([N+](=O)[O-])c2)CC1
-0.03,-1.7,CNC(=S)N1CCc2cc(OC)c(OC)cc2C1COc1ccc(OC)cc1 (stereo not given)
.,0.3,CSCCC(NC(=O)c1ccccc1Br)C(=O)NNC(=O)c1cc(C)oc1C (stereo not given)
1.51,1.5,CCC(c1nnc(SCC(=O)Nc2cccnc2Cl)n1-c1ccccc1)N(C)C (stereo not given)
-0.76,.,CNC(=O)CSc1nnc(-c2ccccc2)n1C
-0.25,-1.3,Cc1nn(CCC(=O)NCc2ccc(OC(C)C)cc2)c(=O)c2nn(-c3ccccc3)c(C)c12
0.05,1.3,CNC(=O)c1cccc(NC(=O)C(C)c2ccc3cc(OC)ccc3c2)c1 (stereo not given)
.,-0.3,C[C@H]1COC(=O)[C@H](Cc2ccc(F)cc2)C/C=C\C[C@H](CC(=O)NCCO)C(=O)N1
-0.07,-0.8,Cc1ccc(N/C(CSC(N)=O)=N/S(=O)(=O)c2ccccc2)cc1
0.29,-1.5,CCOC(=O)c1c(C)[nH]c(C(=O)CN2CCOCC2)c1C
-0.96,3.1,COc1ccc2oc(N)c(C=O)c(=O)c2c1
0.49,-2.8,Clc1ccc(Cl)c(OCc2cc(-c3ccccc3Cl)on2)c1
-0.38,-1.2,Cc1c(CC(=O)NCCCO)c(=O)oc2cc3c(cc12)CCC(C)(C)O3
0.25,-0.1,CCN(CC)S(=O)(=O)c1cccc(-c2n[nH]c(=S)n2C)c1
1.16,-0.1,CCOc1ccc(S(=O)(=O)NCCC(=O)NCCCSc2ccccc2)cc1
0,-0.8,CC1Nc2ncnc(N3CCc4ccccc4C3)c2N(Cc2ccc(Cl)cc2)C1=O (stereo not given)
-1.39,0.4,Cc1ccc(S(=O)(=O)NCCc2ccccc2)cc1
.,-1.9,Cn1cnnc1SCC(=O)NCCC1=CCCCC1
0.28,-1.0,O=C(CSc1nnc(-c2ccncc2)n1Cc1ccco1)Nc1nc(-c2ccccc2)cs1
0.3,-1.7,O=C1CCCC(O)=C1C1NCCc2ccccc21 (stereo not given)

6 compounds from above, ordered by molecular weight, highest first.
Kir21 inh,STK33 kinase inh,Structure
0.05,1.3,CNC(=O)c1cccc(NC(=O)C(C)c2ccc3cc(OC)ccc3c2)c1 (stereo not given)
-0.38,-1.2,Cc1c(CC(=O)NCCCO)c(=O)oc2cc3c(cc12)CCC(C)(C)O3
-0.78,-1.2,CS(=O)(=O)N1CCC(C(=O)Nc2cccc([N+](=O)[O-])c2)CC1
0.36,.,O=C1CC(C(=O)Nc2cc(Cl)ccc2Cl)n2ncnc2N1 (stereo not given)
0.89,-0.6,COCc1cc(C)nc2sc(C(=O)NN)c(-n3cccc3)c12
-0.26,-0.1,CC(=O)NNC(=O)CCn1nnc(-c2ccc(Cl)cc2)n1

An excerpt from above in order of their number in Kir21 inh, ascending:
Kir21 inh,STK33 kinase inh,Structure
0.25,-0.1,CCN(CC)S(=O)(=O)c1cccc(-c2n[nH]c(=S)n2C)c1
0.28,-1.0,O=C(CSc1nnc(-c2ccncc2)n1Cc1ccco1)Nc1nc(-c2ccccc2)cs1
0.3,-1.7,O=C1CCCC(O)=C1C1NCCc2ccccc21 (stereo not given)
0.49,-2.8,Clc1ccc(Cl)c(OCc2cc(-c3ccccc3Cl)on2)c1

The results go on:
Kir21 inh,STK33 kinase inh,Structure
-0.97,-0.1,C=CCn1c(N)c(-c2nc3ccccc3n2C)sc1=S
-2.39,1.1,O=C(Nc1cccc(-c2cn3ccccc3n2)c1)c1cc2ccccc2oc1=O
-1.51,-1.1,CC1CC1C(=O)Nc1nc(-c2cccs2)c(-c2cccs2)s1 (stereo not given)
.,-0.8,CCOC(=O)c1cc(-c2ccccc2C)n(CC2CC(c3cccc([N+](=O)[O-])c3)=NO2)n1 (stereo not given)
.,-1.0,COc1ccc(C)cc1NS(=O)(=O)c1ccc(Cl)nc1
0.03,0.1,O=C(Nc1ccccc1)c1ccc(-c2ccc(Br)cc2)o1
0.2,-1.0,O=C(CCC(=O)Nc1ccc(Oc2ccccc2)cc1)NCCO
1.01,0.1,COc1ccc2c(c1)C1NC(=S)NC(C)(O2)C1C(=O)Nc1ccc(C)cc1C (stereo not given)
-1.79,-0.1,CC1CCC2(CC1)NC(=O)N(CC(=O)Nc1sc3c(c1C(N)=O)CCC3)C2=O (stereo not given)
-0.09,3.7,O=C(OCC(=O)N1CCc2ccccc21)c1c2c(nc3ccccc13)CCCCC2
0.1,-0.8,O=C1CSC(=S)N1c1ccc(F)cc1
0.13,0.4,Cn1c(=O)oc2cc(S(=O)(=O)NCCC(=O)NC3CCCc4ccccc43)ccc21 (stereo not given)
0.88,0.9,Cc1[nH]nc(NCCO)c1[N+](=O)[O-]
-0.12,-0.2,Cc1nn(C)c(C)c1CNC(=O)c1nn2c(c1Cl)NC(c1cccs1)CC2C(F)(F)F (stereo not given)
1.2,-1.1,CN(C)CC(=O)c1c(N)n(Cc2ccccc2)c(=O)n(C)c1=O
0.7,-2.7,COc1ccc(S(=O)(=O)N2CCCCCC2)cc1NC(=O)CN1C(=O)NC(C)(c2ccc(C)cc2)C1=O (stereo not given)
0.09,-0.9,O=c1c2c(nc3nc(COc4ccccc4)[nH]n13)CCC2
0.88,-1.9,Cc1cc(C)c(C)c(Cn2c(CO)nc3ccccc32)c1C
1.29,0.2,CCN(CCO)C(=O)CC1C(=O)NCCN1Cc1c(F)cccc1Cl (stereo not given)
-0.08,0.2,CC(Sc1nnc(NC2CCCCC2)s1)C(=O)Nc1ccc2c(c1)C(=O)c1ccccc1C2=O (stereo not given)
0.38,-2.6,Cc1c(Cl)cccc1NC(=O)Cn1cnc(S(=O)(=O)N2CCCC2)c1
1.29,-0.1,COc1ccccc1CN1CCN(Cc2ccco2)CC1
-1.06,-1.2,CCN(CC)CCNCc1ccc(OCc2ccc(Cl)nc2)c(OC)c1
-0.28,-1.5,CC1C/C(=N/O)C(C)CN1 (stereo not given)
-0.62,-0.7,CN(C)c1ccc(NC(=O)CSc2nc3ccccc3c(=O)n2C2CCCCC2)cc1
-0.72,-0.4,Cc1cccc2cc(C#N)c(NCCNS(=O)(=O)c3ccc4c(c3)OCCO4)nc12
1.77,-0.9,COC(=O)CN1C(=S)N(c2ccc(OC)cc2)C(=O)/C1=C/c1ccc(OC)cc1
-0.85,-2.1,Cc1cc(C)cc(N(C(=O)CCC(=O)Nc2ccccn2)C(C(=O)NC(C)C)c2ccc(O)cc2)c1 (stereo not given)
-1.12,0.5,Cc1c(CCC(=O)N[C@@H](C)C(=O)O)c(=O)oc2cc3occ(-c4ccccc4)c3cc12
-0.23,-1.4,CCNC(=O)O/N=C(\C)c1sc(-c2ccccc2)nc1C
1.94,-2.8,CC(C)(C)NC(=O)NC(=O)COC(=O)c1cccc(OC(F)F)c1
-1.85,-0.3,O=C(CNC(=O)c1ccc(Br)cc1)OCC(=O)c1ccccc1
1.59,-1.9,O=C(Nc1ccc(C(=O)N2CCCCC2)cc1)C1CCCCC1
1.73,-0.6,Cn1nnnc1SCC(=O)NCc1cc([N+](=O)[O-])ccc1O
-0.03,-0.7,COc1ccc(COCC(O)CN2CCCCC2)cc1OC (stereo not given)
0.6,-0.9,O=C(NNc1ccccc1F)C1CCC1
-0.01,-3.6,O=C(NCc1nc(-c2ccccc2)no1)Nc1ccc(F)cc1
1.76,-0.7,COc1cc(/C=C(\C#N)c2nnc(N3CCOCC3)n2-c2ccccc2)ccc1O
-0.78,-1.4,CCN(CC)S(=O)(=O)c1ccc(C(=O)NC(=S)N(CCC#N)Cc2cccnc2)cc1
-3.38,.,Nc1ccc(-c2cnc(-c3ccc(N)cc3)nc2)cc1
3.71,-1.0,Cc1ccnc(N2CCC(C(=O)Nc3ccc4c(c3)OCCO4)CC2)n1
.,0.2,CN(C)S(=O)(=O)c1ccc(C(=O)OCC(=O)c2csc(N3CCCCC3)n2)cc1
0.17,0.2,NC1=NC(=Nc2cccc(Cl)c2)c2ccccc21
1.45,-0.5,CCc1ccc(NC(=O)CN(CC(=O)Nc2ccc(CC)cc2)CC(C)O)cc1 (stereo not given)
-0.81,0.2,O=C(c1cc2nc(-c3ccccc3)cc(-c3ccccc3)n2n1)N1CCN(C(=O)c2ccco2)CC1
-0.01,-1.9,C/C(=N\Nc1ccc(Cl)c(C(=O)O)c1)c1ccc2c(c1)OCO2
-0.43,-0.4,O=C(Nc1ccccc1)C(=O)Nc1cccnc1
-1.74,5.1,COC(=O)C(C(C)=O)C1=C/C(=N\S(=O)(=O)c2ccc(C)cc2)c2ccccc2C1=O (stereo not given)
-0.74,-0.6,O=C1c2cccnc2C(=O)N1C1CCCCC1
1.62,-1.4,CC(NC(=O)Nc1ccccc1F)C(C)(C)C (stereo not given)
-2.36,1.6,CCn1c(SCC(=O)N/N=C/c2c[nH]c3ccccc23)nnc1-c1ccc(C(C)(C)C)cc1
1.95,-1.2,C=CCn1c(SC(C)C(=O)NCc2ccc3c(c2)OCO3)nc2scc(-c3ccccc3)c2c1=O (stereo not given)
.,-1.6,Cn1cccc1C(=O)OCc1cc(-c2ccco2)on1
-0.18,0.5,CC(C)(C)NC(=O)c1cccc2c1OC(C)(C)C2
-1.08,1.3,CCOC(=O)Cc1csc(N/N=C/c2ccccc2)n1
.,-0.8,COc1ccc2c(c1)[C@H]1[C@H](CO2)[C@H](c2ccccc2)[C@]2(C)C(=O)Nc3cc(C)ccc3C(=O)N12
.,-0.9,CCC(=O)c1ccc(OCC(=O)Nc2cccc(S(=O)(=O)N(C)c3ccccc3)c2)cc1
-1.46,-1.3,CCc1cccc(C)c1Nc1nc2ccccc2n2cnnc12
0.87,-2.1,CNC(=O)CSc1nc2cc(S(=O)(=O)Nc3ccc(OC)cc3)ccc2o1
0.05,-1.9,COc1ccc2oc(C(=O)OCC(=O)N3CCC(C)CC3)c(C)c2c1

Next entries follow:
Kir21 inh,STK33 kinase inh,Structure
0.78,-3.2,CC(C)NC(=O)COc1ccc2c(c1)C(=O)CC(C)(C)O2
-0.82,-14.1,CC(C)(CNC(=O)c1ccccc1F)CNC(=O)c1ccccc1F
2.07,0.0,CC(=O)COc1ccc2c(-c3ccccc3)cc(=O)oc2c1C
3.41,-2.5,CC(=O)NC(NC(=S)Nc1ccc(N=Nc2ccccc2)cc1)C(Cl)(Cl)Cl (stereo not given)
1.58,-0.7,CCC(=O)N(Cc1cc2cc(C)c(C)cc2[nH]c1=O)C1CCCCC1
-0.53,1.1,Cc1cccc(C(=O)N/N=C/c2ccoc2)c1
-1.29,0.2,Cc1occc1-c1nnc(SCC(=O)Nc2ccccc2-c2ccccc2)n1C
-0.86,-0.9,O=C(c1n[nH]c2c1CCC2)N1CCCC(Nc2cccc(F)c2)C1 (stereo not given)
1.26,.,Cc1cc(=O)oc2cc(OCC3CC(c4ccc(N(C)C)cc4)=NO3)ccc12 (stereo not given)
0.26,-0.7,C=CCc1ccccc1Oc1cc(F)nc(N)n1

Bioassay records deposited in PubChem by several laboratories.
